p53ts 39C kill – p53ts cell cytotoxicity, nonpermissive temperature; H1299-p53A138V viability at 39C, ATP luminescence, 24 h; Potency, µM (titrated, usually from 46.1 µM), for the others: top-dose activity change, negative = cell killing, most hits filed as cytotoxic; 130,000 tested, 1.5% active; AID 902; note: nearly all actives have a fitted effect of over 55% in size
IkB sig inh – IkB pathway inhibition in ABC-DLBCL cells; ABC-DLBCL IkBa-CBG/CBR dual luciferase ratio, 4 h; response scale: scaled: untreated 0%, proteasome inhibitor 100%; Potency, µM (top dose mostly 57.1 µM), inactives show top-dose IkBa stabilization activation; 110,000 tested, 0.04% active; active = well fitted curve in the direction sought with a large enough effect in the signal ratio, not every such curve was filed as active; inconclusive = small, poorly fitted or top-dose-only effect, or a change in a side signal; the % refers to the signal ratio;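 note: the direction sought is a rising ratio; 0% = basal untreated cells and 100% = reference inhibitor full response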
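Luminescence ratio of IκBα-fused green versus native red beetle luciferase in OCI-Ly3 cells, 4 h post-doxycycline with compound; red signal alone, scaled from basal (0%) to zero light (-100%), flagged nonspecific or cytotoxic effects.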
Imprint erasure – induces erasure of genomic imprints in mouse ES cells; mouse ES Peg3-LacZ reporter, beta-gal luminescence, 40 h; Potency, µM (titrated, usually from 60.7 µM), without a hit: at the top dose activity change, positive = activation, usual class: activators; 110,000 tested, 0.02% active; AID 1948;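 note: 0% = negative control wells on the plate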
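Gelatin-coated wells received 300 freshly trypsinized female ES cells with a Peg3LacZ-Neo reporter on the maternal allele, then incubated 40 hours at 37C. BetaGlo was added for 5 minutes at room temperature before a single luminescence read.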
p53ts 32C kill – kills p53ts cells at the permissive temperature | H1299-p53A138V at 32C, ATP luminescence viability, 24 h | Potency, µM (titrated, usually from 46.1 µM), for inactives: top-dose activity change, negative = cytotoxicity, actives largely listed as cytotoxic | 130,000 tested, 0.93% active | AID 924;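 note: 0% = DMSO and -100% = full killing by reference compound; nearly all actives have a fitted effect of over 55% in size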
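ATP-content luminescence (ATPlite) read-out after 24 h compound exposure at 32C in H1299-p53A138V cells (600/well). Tested up to 46 uM. Normalized to DMSO (0%) and 100 uM tamoxifen (100% killing); Hill-fit AC50.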
An asterisk follows results filed as active; ? = inconclusive; . = no result given; & = joins results of further samples; [ ] = dose if it differs, or a comment. Unless noted, calls come from the whole dose curve; as a rule, active = well fitted curve in the direction sought with a large enough effect; inconclusive = small, poorly fitted or top-dose-only effect, or another doubt; inactive = no such curve, though single readings can be large; an effect the other way counts as inactive or inconclusive. Unless noted, % is set by controls: 0 for no effect and ±100 for the full control effect; potency is the fitted concentration of half-maximal effect.

SMILES	p53ts 39C kill	IkB sig inh	Imprint erasure	p53ts 32C kill
Cc1cccc2cc(CN(CCCO)C(=O)Nc3ccc(Cl)cc3)c(=O)[nH]c12	-3%	-1.6%	-26%	3%
Cc1nnc(N2CCC(C(=O)NC3CCC(C)CC3)CC2)c2nn(-c3ccc(Cl)cc3)c(C)c12 (stereo not drawn)	-22%	2.0%	2%[10.9 µM]	4%
CSC1=C(C#N)C(C)C2=C(CC(C)(C)CC2=O)N1 (stereo not drawn)	-5%	-0.4%	-8%	5%
COc1cc(NS(=O)(=O)c2ccc(NC(=O)c3ccc(C)o3)cc2)nc(OC)n1	7%	-1.8%	14%	-8%
COc1ccc(Cl)cc1NC(=O)c1sc2nc(-c3ccc(OC)c(OC)c3)ccc2c1N	-7%	-3.7%	-4%[10.9 µM]	1%
COc1ccc(-n2c(SCC(N)=O)nc3c(oc4ccccc43)c2=O)cc1	?	-1.0%	-10%[10.9 µM]	7%
CCCCC(=O)Nc1ccc(C(=O)N2CCCC(C(=O)OCC)C2)cc1 (stereo not drawn)	6%	0.1%	-5%	-1%
C=CCN1C(=O)CS/C1=N/c1nccs1	10%	0.7%	4%	-1%
COCCCNC(=O)c1c(NC(=O)Cc2coc3cc(C)cc(C)c23)sc2c1CCCC2	-6%	?	-9%[10.9 µM]	5%
COc1cc(OC)cc(C(=O)Nc2ccc3nc(N4CCC(C)CC4)cc(C)c3c2)c1	-3%	?	-10%[10.9 µM]	5%
CSc1ccc(/C=N/n2c(C)cc(C)cc2=O)cc1	?	0.9%	-49%[inhibitor]	?
C#CCCCO/N=C1/C[C@@H](O)[C@@H](O)[C@@H]2[C@@H]3C(=O)N(Cc4ccccc4)C(=O)[C@H]3CC[C@H]12	3%[9.22 µM]	.	.	0%[9.22 µM]
CN1CCN(CCP(=O)(c2ccccc2)c2ccccc2)CC1	12%	0.0%	-5%	-4%
COc1cccc(N=C2SC(C(=O)Nc3ccc(F)cc3)CC(=O)N2C)c1 (stereo not drawn)	-17%	?	-10%	2%
COC(=O)[C@H]1C[C@@H]2CC[C@@H](O)C[C@@H]2N1Cc1c(F)cccc1Cl	-11%	.	-7%	5%
COCCOC(=O)c1c(C)oc2ccc(OC(=O)c3cccs3)cc12	4%	6.5%	-34%[inhibitor]	14%
COC(=O)Nc1ccc(S(=O)(=O)N(CCO)CC(F)(F)C(F)F)cc1	-8%	0.7%	-4%	9%
Cc1cc(O)c(NC(=O)c2ccc(Br)o2)cc1C	-24%	5.8%	-46%[inhibitor]	-27%
COC(=O)C1=C(C)N(C)C(=O)/C1=C\c1cccs1	7%	.	.	0%
COc1ccc(NC(=O)Cn2cc(C(=O)c3ccccc3OC)c(=O)c3ccc(C)nc32)cc1OC	-5%	0.9%	-9%[10.9 µM]	11%
COc1ccc(OC)c(NC(=O)c2nc(SCc3ccc(F)cc3)ncc2Cl)c1	-17%	?	-5%[10.9 µM]	2%
CCc1cccc(NC(=O)Cn2c(C(=O)OC)cc3occc32)c1	-20%	0.6%	-8%[10.9 µM]	1%
Nc1c(-c2nc(-c3ccccc3)no2)nnn1CC(=O)Nc1ccccc1	13%	4.5%	10%[10.9 µM]	-4%
CN1C[C@H](c2ccccc2)C(O)([C@]2(c3ccccc3)CN(C)C[C@@H](c3ccccc3)C2=O)[C@H](c2ccccc2)C1 (stereo partly drawn)	-3%[9.22 µM]	0.5%[11.4 µM]	-11%[10.9 µM]	-7%[9.22 µM]
COC(=O)C(C)Sc1nnc(Cc2cc(=O)[nH]c(=O)[nH]2)n1-c1cc(C)ccc1C (stereo not drawn)	3%	0.0%	-3%	2%
COc1ccc(C(=O)Nc2nc3ccccc3[nH]2)cc1OC	?	?	-41%[inhibitor]	?
COc1ccc2c(c1)cc(CNc1ccc(OC)c(OC)c1)c(=O)n2CC(=O)Nc1ccc(F)cc1	31%[activator]	?	13%[10.9 µM]	7%
CN=C(N)NCCC[C@H](N)C(=O)O	7%&18%	0.0%&-4.2%	-1%	5%&3%
COc1ccc(NC(=O)c2cc(=O)c3ccc(C)c(C)c3o2)cc1Cl	-2%	1.0%	-11%[10.9 µM]	12%
CC(=O)N1CCC2(CC1)CN(C(c1ccccc1)c1ccccc1)C2	6%	2.5%[11.4 µM]	.	-7%
Cc1ccc(Cl)cc1N1CCN(C(=O)c2ccc3c(Cl)c4c(nc3c2)CCCC4)CC1	-30%	?	2%[10.9 µM]	21%
Cc1noc(C)c1COC(=O)c1ccc2ccccc2n1	0%	-1.1%	-6%	-19%
Cc1cccc(CC(=O)Nc2c3c(nn2-c2cccc(Cl)c2)CS(=O)C3)c1 (stereo not drawn)	10%	2.4%	-7%	3%
COc1cc(C2C(C(=O)N3CCOCC3)=C(C)NC3=C2C(=O)CCC3)ccc1OC(C)=O (stereo not drawn)	-4%	2.0%	-5%	-6%
Cn1c(=NC(=O)CN2C(=O)C3CC=CCC3C2=O)sc2ccccc21 (stereo not drawn)	5%	-0.6%	-10%	2%
CC(=O)Nc1ccc(-c2nn3c(C)nnc3s2)cc1C	-1%	1.3%	-2%	0%
CCOc1cccc(C(=O)N(Cc2ccc(C(C)C)cc2)C2CCS(=O)(=O)C2)c1 (stereo not drawn)	-1%	-2.7%	-11%[10.9 µM]	3%
N[C@H](C(=O)O)[C@@H](O)c1cnc[nH]1	1%[9.22 µM]	-1.1%[11.4 µM]	14%[10.9 µM]	-4%[9.22 µM]
Cc1cc(C)c2cc(CN(Cc3ccco3)C(=O)NCc3ccccc3)c(=O)[nH]c2c1	-3%	4.3%	-7%	-4%
Cc1nc(C)c(C(=O)OCC(=O)N2CCN(c3ccccc3)CC2)s1	-3%	0.8%	-15%	0%
O=C(CSc1ncc(-c2ccccc2)[nH]1)Nc1ccc(Cl)cc1	?	?	-5%[10.9 µM]	?
Cc1cc(NC2CCCCC2)nc(N2CCOCC2)n1	-4%	.	.	1%
O=c1cc(-c2ccc(F)cc2)nc(SCc2nc(-c3ccc(Cl)cc3)no2)[nH]1	21%	-0.5%	5%[10.9 µM]	10%
O=C(Cn1c(=O)n(Cc2nc(-c3ccccc3)no2)c(=O)c2ccccc21)Nc1cccc(C(F)(F)F)c1	?	11%	12%[10.9 µM]	3%
Cc1cccc(CNC(=O)Cc2csc3ccccc23)c1	?	1.6%	-18%[10.9 µM]	-24%
Cc1cccc(-c2nc(CS(=O)CC(=O)N3CCN(C)CC3)c(C)o2)c1 (stereo not drawn)	-4%	-0.9%	-13%	-5%
O=C(CSc1nnc(-c2cnccn2)n1Cc1ccco1)c1ccccc1	6%	2.1%	-5%	0%
CCOc1ccc(-c2nc3c(C#N)c[nH]n3c2NC2CCCCC2)cc1	-10%	?	-3%[10.9 µM]	9%
O=C(CSc1nc2c([nH]c3ccccc32)c(=O)n1-c1ccccc1)Nc1ccc2c(c1)OCO2	-5%	1.0%	6%[10.9 µM]	-8%
CCn1c(C(=O)N2CCC(C(=O)N3CCN(c4cc(C)ccc4C)CC3)CC2)cc2sccc21	-23%	?	-8%[10.9 µM]	5%
Cc1ccc(S(=O)(=O)n2nc(C)c(Br)c2C)c(C)c1C	-13%	2.7%	-16%	-9%
Cc1cc(C)cc(NC(=O)N2CCC3(CC2)Oc2ccccc2C(=O)N3Cc2ccccc2F)c1	-9%	?	-13%[10.9 µM]	3%
CC1CCC(NC(=O)c2ccc(CS(=O)(=O)c3ccc(Cl)cc3)o2)CC1 (stereo not drawn)	-5%	?	-13%[10.9 µM]	5%
COC(=O)c1cccc(N2C(=O)c3cccnc3C2=O)c1	-2%	1.4%	-4%	0%
CCN1CCn2c1nc(N1CCOCC1)nc2=O	9%	-0.3%	-3%	7%
COc1ccc(-c2cc(-c3ccccc3)c(C#N)c(SCC(O)CS(=O)(=O)Cc3ccccc3)n2)cc1 (stereo not drawn)	9%	-1.6%	-2%[10.9 µM]	10%
O=C(CC1NCCNC1=O)Nc1ccc(Oc2ccccc2)cc1 (stereo not drawn)	-2%	-1.0%	0%	-4%
COc1cc(OC)c(NC(=O)NC(C)c2c(-n3cccc3)sc(C)c2C)cc1Cl (stereo not drawn)	-14%	?	-14%[10.9 µM]	9%
C=C(C)c1cccc(C(C)(C)NC(=O)Nc2ccc(Cl)cn2)c1	-10%	.	.	-16%
C/C(=N/S(=O)(=O)c1ccc(Cl)c(Cl)c1)OCC(C)(C)C	-7%[9.22 µM]	-0.1%[11.4 µM]	10%[10.9 µM]	5%[9.22 µM]
(next part)
SMILES	p53ts 39C kill	IkB sig inh	Imprint erasure	p53ts 32C kill
COc1cccc(S(=O)(=O)NCc2ccc(C(=O)NCC3CCCO3)cc2)c1 (stereo not drawn)	5%	3.5%	8%	3%
COc1ccc(OC)c(NC(=O)CSCc2cnn(-c3ccccc3)c2-n2cccc2)c1	-5%	?	-14%	7%
CC1(C)CC(=O)C(CC2=C(O)CC(C)(C)CC2=O)C(=O)C1	11%	0.8%	2%	5%
O=S(=O)(c1ccc(N2CCCC2c2nc3ccccc3s2)nc1)N1CCOCC1 (stereo not drawn)	-9%	1.3%	-13%	7%
CCc1ccccc1Nc1ccc(C(=O)O)cc1N	-13%	?	-5%	-1%
O=c1cc(COc2ccc(Cl)cc2Cl)nc2scc(-c3ccccc3)n12	-18%	-0.5%	-6%[10.9 µM]	-6%
O=C(O)CNC(=O)c1ccc2c(c1)OCCO2	-1%	-2.7%	.	-3%
O=C(CCn1c(=O)c2cccn2c2ccc(F)cc21)NCCc1ccccc1Cl	?	-0.2%	-10%[10.9 µM]	-8%
Cc1ccc2nc(-c3ccc(NC(=O)C(F)(F)F)cc3)sc2c1	1.6µM*	2.8%	-61%[inhibitor][10.9 µM]	3.2µM*
COc1ccc(-c2cc(C(F)(F)F)n3ncc(-c4ccccc4)c3n2)cc1	3%	?	8%[10.9 µM]	-3%
COc1ccc(CCNC(=O)c2c(O)nc3ccccn3c2=O)cc1OC	-11%	-3.2%	-8%[10.9 µM]	-14%
O=C(Nc1ccc(Cl)cc1)c1ccc(-n2cnnc2)cc1	-3%	-0.7%	25%[10.9 µM]	-8%
Cn1c(=O)c2c(nc(NCc3ccccc3)n2C)n(C)c1=O	10%	-5.0%	-12%	5%
Cc1ccc(-c2nn3c(=O)cc(CN4CCN(S(=O)(=O)c5ccc(Cl)cc5)CC4)nc3s2)cc1	-3%	?	5%[10.9 µM]	-6%
CCOC(=O)C1=C(C)NC(=O)C(C#N)C1c1ccco1 (stereo not drawn)	17%	-0.2%	-3%	5%

Structures shown so far with fluorine (eleven):
SMILES	p53ts 39C kill	IkB sig inh	Imprint erasure	p53ts 32C kill
COc1cccc(N=C2SC(C(=O)Nc3ccc(F)cc3)CC(=O)N2C)c1 (stereo not drawn)	-17%	?	-10%	2%
COC(=O)[C@H]1C[C@@H]2CC[C@@H](O)C[C@@H]2N1Cc1c(F)cccc1Cl	-11%	.	-7%	5%
COC(=O)Nc1ccc(S(=O)(=O)N(CCO)CC(F)(F)C(F)F)cc1	-8%	0.7%	-4%	9%
COc1ccc(OC)c(NC(=O)c2nc(SCc3ccc(F)cc3)ncc2Cl)c1	-17%	?	-5%[10.9 µM]	2%
COc1ccc2c(c1)cc(CNc1ccc(OC)c(OC)c1)c(=O)n2CC(=O)Nc1ccc(F)cc1	31%[activator]	?	13%[10.9 µM]	7%
O=c1cc(-c2ccc(F)cc2)nc(SCc2nc(-c3ccc(Cl)cc3)no2)[nH]1	21%	-0.5%	5%[10.9 µM]	10%
O=C(Cn1c(=O)n(Cc2nc(-c3ccccc3)no2)c(=O)c2ccccc21)Nc1cccc(C(F)(F)F)c1	?	11%	12%[10.9 µM]	3%
Cc1cc(C)cc(NC(=O)N2CCC3(CC2)Oc2ccccc2C(=O)N3Cc2ccccc2F)c1	-9%	?	-13%[10.9 µM]	3%
O=C(CCn1c(=O)c2cccn2c2ccc(F)cc21)NCCc1ccccc1Cl	?	-0.2%	-10%[10.9 µM]	-8%
Cc1ccc2nc(-c3ccc(NC(=O)C(F)(F)F)cc3)sc2c1	1.6µM*	2.8%	-61%[inhibitor][10.9 µM]	3.2µM*
COc1ccc(-c2cc(C(F)(F)F)n3ncc(-c4ccccc4)c3n2)cc1	3%	?	8%[10.9 µM]	-3%

Screens (PubChem BioAssay)
